From PubChem
Pol kappa inh: DNA polymerase kappa (human) inhibition | purified Pol kappa, fluorescent DNA synthesis assay, 10 min | Potency, µM (highest dose often 107 µM), for inactives: top-dose activity, negative = inhibition, hits mostly inhibitors | Q9UBT6 | AID 588579 | 400,000 compounds, 0.53% hits; note: potency is the fitted concentration of half-maximal effect; % is set by controls: 0 for no effect and ±100 for the full control effect
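Kinetic fluorescence screen: compound preincubated 15 min RT with 10 nM enzyme; 50 nM substrate (final) initiates; reads at 0/10 min.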
Tb PGK inh: blocks T. brucei phosphoglycerate kinase. AID 602233. 380,000 compounds, 0.043% hits. PGK/GAPDH coupled, Kinase-Glo luminescence, 60 min. Potency, µM (highest dose often 57.5 µM), for inactives: at the top dose activity change, negative = inhibition, actives largely listed as inhibitors. P07378; note: potency is the fitted concentration of half-maximal effect; % is set by controls: 0 for no effect and ±100 for the full control effect; nearly all actives have a fitted effect of over 60% in size
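Recombinant glycosomal PGK reaction used 1,3-bisphosphoglycerate generated in-well by GAPDH (100nM final) in 100mM TEA pH 7.6, 5mM MgCl2, 0.01% Tween-20. After 60 minutes at room temperature, ATP was read by Kinase-Glo Plus luminescence end-point.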
APEX1 inh: APE1 (human) endonuclease inhibition | P27695 | recombinant APE1, TAMRA/BHQ-2 abasic DNA cleavage fluorescence | Potency, µM (doses to about 65.8 µM), for the others: top-dose activity change, negative = inhibition, actives largely listed as inhibitors | 350,000 compounds, 0.35% hits | AID 2517;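 note: potency is the fitted concentration of half-maximal effect; plate controls were vehicle for no effect and reference inhibitor for full effect; nearly all actives have a fitted effect of over 55% in size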
Target sequence (P27695 whole entry, looked up): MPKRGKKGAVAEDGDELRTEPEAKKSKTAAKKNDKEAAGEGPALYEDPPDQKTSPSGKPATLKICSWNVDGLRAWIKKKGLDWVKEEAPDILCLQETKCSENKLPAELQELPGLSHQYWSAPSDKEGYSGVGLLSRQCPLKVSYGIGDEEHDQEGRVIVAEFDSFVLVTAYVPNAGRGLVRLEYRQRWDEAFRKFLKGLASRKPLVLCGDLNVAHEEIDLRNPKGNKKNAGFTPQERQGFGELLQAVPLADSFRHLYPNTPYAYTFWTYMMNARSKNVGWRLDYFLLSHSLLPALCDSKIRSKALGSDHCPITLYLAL
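Substrate: short duplex with […] THF abasic site, 5'-TAMRA and 3'-BHQ-2, 50 nM final. APE1 at 0.75 nM, preincubated 15 min RT with compound. Fluorescence increase from first to third read measured activity.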
RXFP1 antag: RXFP1 (human) relaxin receptor antagonism. 350,000 compounds, 0.59% hits. HEK293-RXFP1, relaxin-stimulated cAMP HTRF, 30 min; stronger effect = lower value. activity change, negative = inhibition, % at 57.5 µM. Q9HBX9. AID 1259400;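 active = activity change of -60% or lower, but not beyond a set lower limit; inconclusive = change between -60% and -40%, or beyond the set limit; inactive = change above -40%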; note: % is set by controls: 0 for no effect and ±100 for the full control effect
Pol iota inh: DNA polymerase iota (human) inhibition | AID 588590 | Q9UNA4 | Pol iota fluorescent replication assay, 10 min | Potency, µM (highest dose often 115 µM), for the others: at the highest dose activity, negative = inhibition, actives largely listed as inhibitors | 390,000 compounds, 1% hits; note: potency is the fitted concentration of half-maximal effect
Target sequence (Q9UNA4 whole entry, looked up): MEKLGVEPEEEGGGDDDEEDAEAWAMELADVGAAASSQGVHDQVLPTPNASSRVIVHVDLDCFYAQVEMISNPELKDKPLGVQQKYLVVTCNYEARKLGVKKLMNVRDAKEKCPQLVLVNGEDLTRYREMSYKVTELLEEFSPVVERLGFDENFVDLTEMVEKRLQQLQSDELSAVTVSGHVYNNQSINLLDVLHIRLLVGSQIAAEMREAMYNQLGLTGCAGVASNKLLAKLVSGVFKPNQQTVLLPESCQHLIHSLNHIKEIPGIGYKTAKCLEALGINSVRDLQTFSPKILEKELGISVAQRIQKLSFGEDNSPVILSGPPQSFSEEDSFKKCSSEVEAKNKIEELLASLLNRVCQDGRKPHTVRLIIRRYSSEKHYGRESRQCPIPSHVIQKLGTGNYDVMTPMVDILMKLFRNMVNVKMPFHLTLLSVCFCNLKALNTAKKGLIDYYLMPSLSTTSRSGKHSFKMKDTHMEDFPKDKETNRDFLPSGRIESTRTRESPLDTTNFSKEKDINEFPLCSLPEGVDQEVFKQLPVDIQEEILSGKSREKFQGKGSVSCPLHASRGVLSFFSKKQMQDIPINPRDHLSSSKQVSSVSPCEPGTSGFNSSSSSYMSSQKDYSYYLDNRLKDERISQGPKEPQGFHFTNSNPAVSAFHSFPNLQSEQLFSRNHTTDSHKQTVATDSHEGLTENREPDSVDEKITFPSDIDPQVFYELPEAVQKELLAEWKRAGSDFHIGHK
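Fluorescent replication assay read twice, at 0 min and 10 min after adding 50 nM (final) substrate. Enzyme (10 nM) and compounds were first incubated 15 min at room temperature; enzyme-free buffer wells were negative controls.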
Pol beta inh: inhibitors of human DNA polymerase beta; AID 485314; P06746; Pol beta primer extension/strand displacement, fluorescence kinetic; 340,000 compounds, 1.3% hits; Potency, µM (top dose mostly 114 µM), for inactives: at the highest dose activity change, negative = inhibition, hits mostly inhibitors; note: potency is the fitted concentration of half-maximal effect; % is set by controls: 0 for no effect and ±100 for the full control effect
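Enzyme-only controls used 10 nM Pol beta; buffer lacking enzyme served as negative control. Compound preincubated 15 min, then 50 nM substrate added; 0 and 10 min reads at room temperature.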
BLM inh: inhibitors of human Bloom syndrome helicase BLM; Potency, µM (series often up to 56.1 µM), for inactives: at the top dose activity change, negative = inhibition, actives largely listed as inhibitors; P54132; AID 2528; recombinant BLM DNA unwinding, fluorescence dequenching; 350,000 compounds, 0.2% hits;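 note: potency is the fitted concentration of half-maximal effect; plate controls were vehicle for no effect and no enzyme for full effect; nearly all actives have a fitted effect of over 35% in size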
Apoferritin bind: binds horse apoferritin like a general anesthetic. P02791. apoferritin/1-aminoanthracene competitive binding, fluorescence. Potency, µM (series often up to 77.5 µM), without a hit: top-dose activity change, negative = displacement, most hits filed as inhibitors. 350,000 compounds, 0.074% hits. AID 485281; note: potency is the fitted concentration of half-maximal effect; % is set by controls: 0 for no effect and ±100 for the full control effect; nearly all actives have a fitted effect of over 20% in size
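Horse-spleen apoferritin (10 uM) was mixed with 50% saturated 1-aminoanthracene in PBS, exposed to compounds for 10 min at room temperature, and read for fluorescence (ex 380 nm, em 535 nm). Competitive displacement was fitted with a four-parameter Hill equation.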
POLH inh: DNA polymerase eta (human) inhibition; Q9Y253; recombinant Pol eta, fluorescent DNA replication assay; Potency, µM (titrated, usually from 114 µM), inactives show top-dose activity change, negative = inhibition, most hits filed as inhibitors; 390,000 compounds, 1.2% hits; AID 588591; note: potency is the fitted concentration of half-maximal effect; % is set by controls: 0 for no effect and ±100 for the full control effect
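Pol eta at 10 nM preincubated with compounds 15 min at room temperature; reaction started with fluorescent substrate (50 nM final) and read kinetically at 0 and 10 min.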
* marks the source's active call; other numbers are inactive results; i = inactive; ? = inconclusive; . = not tested or not shown; [ ] = dose if it differs, or a comment. Unless noted, calls come from the whole dose curve; as a rule, active = well fitted curve in the direction sought with a large enough effect; inconclusive = small, poorly fitted or top-dose-only effect, or another doubt; inactive = no such curve, though single readings can be large; an effect the other way counts as inactive or inconclusive. This is a subset; the hit share may differ from the screen's.

Results follow in this order: Pol kappa inh, Tb PGK inh, APEX1 inh, RXFP1 antag, Pol iota inh, Pol beta inh, BLM inh, Apoferritin bind, POLH inh
CCOc1cc(C(=S)N2CCN(C)CC2)ccc1OCC(=O)N1CCCC1
    -21%, -2%, ., 14, 22%, ., ., ., -15%
Cc1nn(CC(=O)OCCOc2ccc(Br)cc2)c(C)c1[N+](=O)[O-]
    -22%, -1%, -3%, 1, -7%, -26%, -4%, ?, -3%
COc1ccc(S(=O)(=O)N2CCN(Cc3ccccc3[N+](=O)[O-])CC2)cc1
    -15%, i, ., -23, 1%, ., ., ., -10%
Cc1ccc(S(=O)(=O)Nc2ccc(NC(=O)CN3CCCCC3)cc2)cc1
    -2%, 2%, -2%, 6, 3%, -28%, -1%, ?, -14%
COCCC1CCCCN1C(=O)c1ccc2nc(Cc3ccccc3F)oc2c1 (stereo not drawn)
    -3%, i, 19%, -10, 10%, 30%, -1%, ?, -9%
COc1ccc(CNC(=O)COc2ccc(S(=O)(=O)NC(C)C)cc2)cc1
    -4%, -2%, -8%, -19, 20%, -1%, -2%, -6%, -7%
CCCCC(=O)Nc1ccc(N2CCCC2)cc1
    -14%, -9%, ., ., 35%[activator], ., ., ., -20%
CCCCC(=O)Nc1ccc(C(=O)NCCCn2ccnc2)cc1
    -4%, -9%, 1%, 14, 27%, 2%, -2%, -6%, -10%
CCOC(=O)Cn1c(=O)oc2cc(S(=O)(=O)N3CCN(c4cccc(C)c4C)CC3)ccc21
    -17%, -8%, ., -13, -10%, 13%, -7%, -6%, -12%
O=C(Cc1c(F)cccc1Cl)Nc1nc2ccccc2s1
    -7%, -1%, -3%, 2, 4%, 5%, -9%, ?, 1%
CC(C)NC(=O)NC(=O)COc1ncnc2sccc12
    -15%, -5%, -5%, 7, 53%[activator], -5%, 3%, 6%, 10%
Fc1ccc2nc(N3CCCCC3)sc2c1
    -4%, -3%, 0%, ?, 12%, 12%, -1%, -18%, -10%
O=C1CCCc2ccccc2N1Cc1ccc(Cl)cc1Cl
    -7%, -8%, -5%, -25, 10%, ?, -6%, ?, -14%
COc1cc(NC(=S)NCCC(c2ccccc2)c2ccccc2)c(OC)cc1Cl
    -18%, -4%, 4%, 16, -8%, -12%[57.1 µM], -9%, 43%[activator], -15%
O=C(O)C1CCCN(C(=O)NCc2ccccc2)C1 (stereo not drawn)
    7%, -8%, -1%, -2, -1%, 15%, -1%, -7%, -15%
Cc1cc(C(=O)Nc2cccc(O)c2)c(C)o1
    -4%, -7%, 13%, 14, 22%, 11%, -10%, -2%, -14%
Cc1nc(NS(=O)(=O)c2ccc(Cl)s2)c2c3c(sc2n1)CCCC3
    -21%, -5%, -3%, 0, 0%, -23%, -1%, -12%, -5%
CCCCCCCC[n+]1cccc(C(=O)N(CC)CC)c1
    0%, ., ?, 4, -30%, 50%, 5%, 1%, -9%
CNC(=O)c1sc2ncccc2c1-n1cccc1
    -7%[60.1 µM], 0%, ., -14, 37%[activator], 8%, -4%, ?, -14%
Cc1ccc(C(=O)OCC(=O)NC(C)c2ccccc2)s1 (stereo not drawn)
    -10%, -14%, 2%, -6, 18%, ., ., ., -7%
COc1ccc(C)cc1N(C(=O)CNC(=O)c1ccco1)C(C(=O)NC1CCCC1)c1cccnc1 (stereo not drawn)
    -6%, 0%, -1%, 5, -16%, 1%, 0%, -8%, -6%
COc1cc(CNn2cnnc2)ccc1OCC(=O)NC(C)(C)C
    -3%, -13%, -4%, 1, -6%, 4%, -2%, -7%, -1%
COc1ccc(C/C(N)=N/OC(=O)CCc2ccccc2)cc1
    -3%, 5%, -12%, -18, 61%[activator], 1%, 0%, -14%, -16%
Cc1ccc(S(=O)(=O)NCCC(=O)N2CCC(Cc3ccccc3)CC2)cc1
    -11%, -2%, 6%, -7, -6%, ., ., ., -12%
O=S(=O)(c1ccc(F)cc1)c1nc(-c2ccco2)oc1Nc1ccc(F)cc1
    -2%[60.1 µM], i, -7%, -3, -16%, -1%, -5%, 533%[activator], -25%
O=C1C2=C(CCCC2)C(=O)N1c1cccc(OCCBr)c1
    -2%, 7%, 4%, -16, -4%, 34%, 4%, -14%, -15%
CCOC(=O)c1ccccc1NC(=O)c1cccc(F)c1
    -1%, -11%, 0%, -29, 3%, ?, -5%, -5%, -8%
COc1ccc(NC(=O)Nc2ccc(C(=O)N3CCOCC3)cc2)cc1
    1%, -1%, -3%, 0, 12%, 1%, 1%, -10%, 2%
ClCc1c2ccccc2cc2ccccc12
    -15%, -1%, -6%, ., -1%, ., ., ., -11%
COCCN(C(=S)Nc1ccc(C(C)C)cc1)C(C)c1cccs1 (stereo not drawn)
    15%, -17%, -2%, -2, -10%, -13%, -5%, -16%, -16%

Fetched one by one from the list above, 2 records:
Results follow in this order: Pol kappa inh, Tb PGK inh, APEX1 inh, RXFP1 antag, Pol iota inh, Pol beta inh, BLM inh, Apoferritin bind, POLH inh
CC(C)NC(=O)NC(=O)COc1ncnc2sccc12
    -15%, -5%, -5%, 7, 53%[activator], -5%, 3%, 6%, 10%
Fc1ccc2nc(N3CCCCC3)sc2c1
    -4%, -3%, 0%, ?, 12%, 12%, -1%, -18%, -10%

Other results follow:
Results follow in this order: Pol kappa inh, Tb PGK inh, APEX1 inh, RXFP1 antag, Pol iota inh, Pol beta inh, BLM inh, Apoferritin bind, POLH inh
Cc1cc(CNC(=O)c2ccc3c(c2)OCO3)c2ccccc2n1
    -13%, 9%, 0%, -4, -16%, -1%, -3%, -16%, 6%
CCCCN(C(=O)c1ccc(S(=O)(=O)N2CCOCC2)cc1)C1CCS(=O)(=O)C1 (stereo not drawn)
    -1%, 1%, 6%, -3, 19%, ., ., ., -15%
CCOC(=O)c1[nH]c(C)c(C(=O)N2CCN(c3cccc(Cl)c3)CC2)c1C
    -9%, -4%, -7%, -25, 34%[activator], 4%, -7%, -15%, -25%
CCC(C(=O)NC1CCCCCC1)c1ccccc1 (stereo not drawn)
    -9%, -2%, ., -3, 42%[activator], ., ., ., -17%
CC(Sc1nc(N(C)C)nc(N2CCOCC2)n1)C(=O)Nc1ccccc1 (stereo not drawn)
    -10%, i, -3%, -12, -7%, 4%, 2%, -3%, -6%
CCC(C)(C)NC(=O)CN(CC1CCCO1)C(=O)CNS(=O)(=O)c1ccccc1 (stereo not drawn)
    10%, 9%, 61%[activator], 4, 16%, 5%, 1%, 0%, -23%
COc1cccc(OCCn2cc(C(=O)c3ccco3)c3ccccc32)c1
    0%, ., -11%, 1, -10%, 0%, -8%, -11%, -10%
CCc1noc(C)c1C(=O)Nc1ccccc1N1CCOCC1
    -11%, 2%, 40%, 4, 23%, ., ., ., -16%
C=CCSc1nc2c(C(=O)OCC)nnn2c2ccccc12
    2%, -9%, 54%[activator], -11, 51%[activator], -4%, 0%, 0%, -21%
Cc1cccc(Nc2nc(-c3ccc4c(c3)OCCO4)cs2)c1
    -4%, 5%, -1%, -4, -4%, 1%, -4%, -3%, -1%
Cc1c(Cl)c([N+](=O)[O-])nn1CCCC(=O)Nc1cc(Cl)ccc1Cl
    -1%, i, -4%, -4, 0%, 21%, -4%, -14%, -14%
CC[n+]1ccc(/C=C/c2ccc(N(C)C)cc2)c2ccccc21
    ?, ?, 10%, ., -29%, 45µM*, -28%, ?, ?
Cc1ccc(C)c(N2CCN(C(=O)c3ccc(CS(=O)(=O)c4ccc(Br)cc4)o3)CC2)c1
    -1%, -3%, ., ., 15%, 4%, -7%, 23%, -19%
Cc1ccc(-c2csc3ncnc(SCC(=O)NCc4ccc5c(c4)OCO5)c23)cc1
    5%[60.1 µM], -5%, 3%, -14, 24%, 32%[activator], -4%, -8%, -8%
COC(=O)c1nc(N)sc1C
    -17%, -1%, 9%, ?, 68%[activator], -1%, -4%, -4%, 1%
CCOc1ccc(-c2cc(C(=O)NCc3ccc(C)cc3)c3ccccc3n2)cc1
    -12%[60.1 µM], i, ., -7, -1%, 9%, -1%, 0%, -12%
Cc1ccn2c(=O)nc(SCC(=O)NC3CCCCC3)nc2c1
    4%, i, 28%, 6, 28%, ., ., ., -6%
CC(C(=O)Nc1nc2ccccc2[nH]1)N1C(=O)C2CC=CCC2C1=O (stereo not drawn)
    -11%, 7%, 26%, -2, 13%, 9%, -4%, -12%, 3%
COc1ccc(CC(=O)Nc2ccc(N3CCOCC3)cc2)cc1OC
    -7%, 3%, 2%, -3, 41%[activator], 22%, -7%, -5%, -23%
CCn1cc(CN2CCCC(CNS(=O)(=O)Cc3ccccc3)C2)cn1 (stereo not drawn)
    -2%, -4%, -14%, 4, 12%, 1%, 3%, -10%, -6%
COc1ccccc1N(CC(=O)Nc1ccccc1C(=O)N1CCCC1)S(C)(=O)=O
    -24%, -7%, 7%, 6, 5%, 12%, -3%, -3%, -8%
CCOC(=O)NC(=O)/C(C#N)=N/Nc1c(F)cccc1F
    -1%, 5%, -7%, 3, 4%, -21%, 1%, -8%, -8%
COc1ccc(CC(=O)NCCS(=O)(=O)N2CCN(c3ccccc3OC)CC2)cc1
    4%, -8%, 5%, -14, 21%, ., ., ., -18%
O=C(CSc1nnc(-c2cccnc2)n1Cc1ccco1)c1ccc(Cl)cc1
    -8%, -5%, -2%, 4, ?, 27%, -1%, ?, 5%
COc1cc2c(cc1OC)C(COc1ccc([N+](=O)[O-])cc1)NCC2 (stereo not drawn)
    9%, -7%, 31%, -13, 38%[activator], 17%, 0%, 7%, 4%
Cc1ccc(S(=O)(=O)N/N=C/c2cnn(C)c2C)cc1
    -3%, -4%, -3%, -15, 12%, 1%, 0%, -8%, -19%
COc1ccc(CCNC(=O)c2nn(C)cc2Cl)cc1
    -5%, ., 1%, -12, 4%, 1%, 4%, -3%, -7%
Cc1ccc(NC(=O)COCC(=O)Nc2ccc(C)cc2)cc1
    -12%, -7%, -8%, 10, -19%, 0%, 0%, -16%, -13%
O=[N+]([O-])c1cn(Cc2ccc(Cl)cc2)cn1
    -11%, 1%, -2%, -3, 2%, 5%, -3%, -13%, 4%
O=C1NCCN(CC2CCN(CC3CCCC3)CC2)C1=O
    -6%, 1%, ., ., -18%, ., ., ., 1%
